High-throughput results as filed in PubChem.
P. falciparum M1AAP – malaria alanyl aminopeptidase activity blockers – biochemical, fluorogenic H-Leu-NHMec substrate, 1536-well (AID 1445) | actives 0.42% (n = 220,000) | inhibition, % at 30 µM; hits with a dose series show IC50 in µM | recombinant M1AAP, H-Leu-NHMec fluorogenic kinetic assay; higher % means a stronger effect;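 active = primary inhibition above the hit cutoff, then over 50% inhibition at one or more dose response concentrations, cut at about 23% in these data, passing the limit was not always enough; inconclusive = conflicting primary data, or primary hits not chosen for dose response; inactive = low primary inhibition, or under 50% at every dose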;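 note: plate controls were DMSO full reaction for no effect and no enzyme background for full effect; strong numbers were not always called active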
Yfh1-off respiration – enhancers of respiration in Yfh1-depleted yeast, dose response, Friedreich's ataxia, plus single-dose screen (AID 1465); fold induction at 50 µM; hits with a dose series show EC50 in µM; actives 0.074% (n = 220,000); S. cerevisiae Yfh1-off respiration, WST-1 reduction, 72 h; higher fold induction means a stronger effect;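 active = fold induction of absorbance versus untreated yeast above a set limit, then at least 30% activation at any dose in follow-up; inconclusive = repeats straddling the limit, or above it without dose testing; inactive = fold induction below the set limit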;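 note: activators that raise dye reduction in frataxin-depleted yeast; strong numbers were not always called active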
Siah-1 displacement – blockers of Siah-1 interaction with plectin peptide – biochemical, fluorescence polarization, rhodamine-plectin, uHTS, primary screen (AID 1817). Siah-1 / rhodamine-plectin peptide fluorescence polarization; higher % means a stronger effect. displacement, % at 20 µM, or IC50 in µM where a hit was titrated. actives 0.02% (n = 290,000);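 active = displacement of at least 50% at 20 µM, with a fluorescence ratio check between 0.3 and a set limit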;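 note: plate controls were Siah plus tracer with DMSO for no effect and tracer alone without Siah for full effect; strong numbers were not always called active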
CSM14.1 death rescue – protection against thapsigargin-triggered cell killing – 384-well, CSM14.1, ATP luminescence, primary screen (AID 1222). 190,000 tested, under 10 active. CSM14.1 thapsigargin-induced death rescue, ATP luminescence; higher % means a stronger effect. cellular ATP content (survival), % at 20 µM, or EC50 in µM where a hit was titrated;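 active = EC50 below 50 µM in the dose-response confirmation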;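 note: death triggered by thapsigargin at about 15 µM added after 2 h compound pretreatment; cell ATP read after overnight thapsigargin exposure of roughly 18 to 22 hours; normalized against plate controls of thapsigargin alone and 5% DMSO vehicle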
PhoP inhibition – PhoP-dependent GFP reporter repression – Salmonella Typhimurium, primary screen (AID 1863). actives 0.16% (n = 300,000). S. Typhimurium PhoP-regulated promoter GFP reporter, 4 h; higher % means a stronger effect. inhibition, % at 50 µM; hits with a dose series show IC50 in µM;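 active = inhibition over 29.93%, a cutoff 3 SD above the screen mean, later confirmed by dose response; inconclusive = inhibition over 29.93% but no dose response follow-up; inactive = inhibition at most 29.93% or unconfirmed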;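 note: 0% = low Mg2+ inducing control and 100% = high Mg2+ repressing control; strong numbers were not always called active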
P. falciparum M17LAP – P. falciparum M17LAP inhibitors, primary screen, biochemical, fluorogenic H-Leu-NHMec substrate, 1536-well (AID 1619); recombinant M17LAP, H-Leu-NHMec fluorogenic kinetic assay; higher % means a stronger effect; inhibition, % at 30 µM; hits with a dose series show IC50 in µM; actives 0.38% (n = 220,000);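 active = compound inhibiting the enzyme by more than half at any dose during confirmatory dose-response retesting; inconclusive = strong single-dose inhibitors picked by rank but not retested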;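 note: plate controls were full reaction with DMSO carrier for no effect and no enzyme background for full effect; strong numbers were not always called active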
XIAP antagonists – XIAP antagonists, biochemical, IAP family, fluorescence polarization (AID 1018). XIAP BIR domain, fluorescence polarization peptide displacement; higher % means a stronger effect. one-dose displacement, % at 20 µM; IC50 in µM for titrated hits. actives 0.007% (n = 200,000); in the data active = displacement above about 50%; note: a part of the inactive calls stands beside numbers as strong as those of hits
human PMI inhibitors – human PMI inhibitors, high substrate, primary screen, biochemical, fluorescence intensity, high mannose 6-phosphate (AID 1220); recombinant PMI enzyme, coupled fluorescence intensity; higher % means a stronger effect; inhibition, % at 20 µM; hits with a dose series show IC50 in µM; actives 0.66% (n = 190,000); in the data active = inhibition above about 50%
West Nile virus CPE – West Nile virus antiviral activity, cell-based, CPE readout (AID 1621); actives 0.02% (n = 290,000); CPE inhibition, % at 10 µM; hits with a dose series show IC50 in µM; West Nile virus-infected cells, CPE inhibition; higher % means a stronger effect; in the data active = a potency from the dose series; inconclusive = CPE inhibition mostly from about 3.7% at the one dose, without a potency; inactive = the rest, 99 in 100 with CPE inhibition below about 2.2%; note: strong numbers were not always called active
* hit, by the source's call; i = inactive; ? = inconclusive; . = not tested or not shown.

No.	Structure	P. falciparum M1AAP	Yfh1-off respiration	Siah-1 displacement	CSM14.1 death rescue	PhoP inhibition	P. falciparum M17LAP	XIAP antagonists	human PMI inhibitors	West Nile virus CPE
1	Cc1ccc(NC(=S)Nc2ccc3cn[nH]c3c2)c(C)c1	5.9%	i	-4.8%	1.9%	-3.4%	7.5%	-7.5%	44.0%	-0.1%
2	CC(O)CCC(=O)NNC(=S)Nc1ccccc1 (stereo unspecified)	0.2%	i	6.8%	-1.2%	-8.9%	-21.7%	-2.6%	.	0.1%
3	COc1cc(/C=N/NC(=O)CC2C(=O)NN=C2C)ccc1O (stereo unspecified)	6.4%	i	6.0%	.	-5.5%	10.4%	.	.	0.8%
4	N#CCCCSc1nnnn1-c1cccc(Cl)c1	0.3%	.	-0.9%	-1.4%	4.4%	3.8%	-4.3%	-4.8%	.
5	Cc1cccc(Nc2nc(NCc3ccco3)nc(N)c2[N+](=O)[O-])c1	8.0%	i	2.0%	.	-3.8%	2.0%	.	.	0.3%
6	O=C(CCCn1c(=O)[nH]c2cc(Cl)ccc2c1=O)NCCN1CCN(c2ccccc2)CC1	8.6%	i	0.6%	2.0%	-9.6%	5.4%	-2.4%	-13.1%	-0.5%
7	CSc1nc2sc3c(c2c(=O)[nH]1)CCCC3	1.4%	i	2.5%	-0.8%	-15.5%	0.3%	-10.3%	7.9%	0.0%
8	O=C(/C=C/c1ccccc1)c1cc(Br)ccc(=O)c1O	19.7%	?	-5.6%	0.1%	27.1%	14.7%	-4.6%	-75.8%	-0.3%
9	COc1ccc(NC(=O)/C(Cl)=C(/Cl)S(=O)Cc2ccccc2)cn1 (stereo unspecified)	2.0%	i	-3.7%	-6.1%	-4.6%	9.4%	-0.7%	17.9%	-0.9%
10	CC(C)(C)c1ccc(OC(=O)c2ccc(-n3cncn3)nc2)cc1	3.1%	i	4.0%	.	2.0%	13.2%	-10.1%	-9.6%	-0.5%
11	C=CCN1C(=O)C2C(C(=O)NCc3ccccc3)C3(C)C=CC2(O3)C1C(=O)NC(C)(C)C (stereo unspecified)	-0.1%	i	0.8%	-2.2%	6.8%	11.1%	-4.2%	2.3%	1.0%
12	O=C(COC(=O)c1ccccc1C(=O)c1ccc(Cl)cc1)NCC1CCCO1 (stereo unspecified)	11.1%	i	4.9%	0.1%	-4.0%	3.5%	-0.1%	-2.8%	0.2%
13	COc1ccccc1NC(=O)c1c(N=Cc2cccc([N+](=O)[O-])c2)cnn1C	2.4%	i	5.7%	.	2.4%	-4.5%	.	.	-0.3%
14	CN(C)C(/C=C/Nc1cccc(Br)c1)=C(C#N)C#N	-0.8%	i	1.4%	2.9%	10.9%	1.7%	-5.7%	1.9%	0.4%
15	Cc1ccc(C(=O)OCC(=O)Nc2ccc3c(c2)OCO3)cc1S(=O)(=O)N1CCOCC1	4.7%	i	3.4%	-1.1%	10.1%	-6.2%	0.4%	8.7%	-0.9%
16	O=C(c1cnc2ccccn2c1=O)N1CCCc2ccccc21	2.6%	i	-2.9%	4.3%	-2.0%	9.3%	-5.0%	-2.9%	-0.1%
17	COc1ccccc1NC(=O)CSc1nnc(Cc2cc(=O)[nH]c(=O)[nH]2)n1-c1ccccc1	-5.8%	i	4.1%	-0.9%	2.0%	18.5%	-4.1%	2.6%	0.0%
18	CCOC(=O)N1CCN(C(=O)COc2ccc(S(=O)(=O)NC(C)C)cc2)CC1	.	i	1.2%	-0.5%	.	.	-4.2%	9.2%	-0.5%
19	CCOC(=O)CC1C(=O)NCCN1S(=O)(=O)c1ccc(F)cc1 (stereo unspecified)	-7.1%	i	0.3%	0.4%	5.1%	-4.2%	-2.9%	4.7%	0.8%
20	COCCNC(=O)c1ccccc1NC(=O)c1ccccc1N(C)S(=O)(=O)c1ccccc1	-1.2%	i	1.8%	-0.1%	2.5%	-3.0%	-1.6%	-5.3%	0.0%
21	Cc1ccnc(NC(=O)COc2ccc3oc4c(c3c2)CCCC4)c1	6.9%	i	4.3%	7.5%	4.3%	15.5%	0.4%	16.3%	0.2%
22	CCOc1ccc(N2C(=O)CC(NCc3ccc(S(N)(=O)=O)cc3)C2=O)cc1 (stereo unspecified)	-1.9%	i	2.3%	.	-3.1%	13.6%	.	.	0.2%
23	Cc1nn(Cc2ccc(Cl)cc2)c(C)c1NC(=O)Cn1nc([N+](=O)[O-])c(Cl)c1C	1.8%	i	-4.4%	-2.5%	-3.5%	15.8%	-6.4%	-4.1%	0.0%
24	CCOC(=O)c1ccccc1NC(=O)CSc1nc2ccccc2n1CC(=O)N1CCCC1	18.8%	i	3.6%	-2.1%	8.6%	12.0%	1.9%	4.7%	0.7%
25	CNc1nc(C(=O)O)nc(N2CCOCC2)n1	1.1%	i	-2.7%	-2.6%	-2.5%	7.0%	-3.9%	-0.8%	0.2%
26	Cc1ccc(C(=O)N/C(=C/c2ccccc2)C(=O)NCC2CCCO2)cc1 (stereo unspecified)	2.1%	i	3.2%	3.8%	5.8%	-6.3%	-2.3%	-4.3%	0.0%
27	CCN(CCNC(=O)Nc1ccc(Cl)cc1)c1ccccc1	9.3%	i	-0.2%	-1.9%	4.5%	2.5%	-2.9%	26.0%	-0.2%
28	CN1CC[n+]2cnc3ccccc3c21	5.9%	i	-0.7%	-1.6%	-20.7%	13.2%	-9.6%	6.9%	0.1%
29	CC/C(O)=N\S(=O)(=O)c1ccc(N=NN(C)C)cc1	0.2%	i	4.3%	-2.6%	1.3%	13.9%	-3.2%	1.8%	-0.1%
30	O/N=C/c1ccccc1Oc1ccccc1	-0.3%	i	-2.3%	-2.9%	13.7%	5.6%	-3.4%	11.5%	-0.1%
31	Cc1ccncc1C(N)=O	-1.6%	i	2.6%	.	-8.7%	-1.6%	.	.	0.1%
32	Cc1ccc(C2c3c(oc4ccccc4c3=O)C(=O)N2CCCN2CCOCC2)o1 (stereo unspecified)	9.7%	i	-0.3%	-0.9%	-4.3%	16.4%	-4.4%	8.2%	-0.3%
33	O=P(O)(CN1CCCCCC1)CN1CCCCCC1	17.5%	i	2.7%	.	-2.7%	10.4%	-5.1%	0.0%	1.0%
34	COc1ccc(C)c2sc(=NC(=O)c3ccccc3)n(C)c12	7.9%	.	2.8%	.	-0.9%	15.8%	-5.5%	14.8%	.
35	CN(C)c1nc2c(c(=O)[nH]c(=O)n2C)n1Cc1ccccc1Br	-4.4%	i	2.4%	-9.0%	-4.0%	8.7%	-1.0%	-4.6%	1.1%
36	COc1cccc2oc(-c3ccco3)cc(=O)c12	16.2%	i	-5.5%	-4.0%	-4.3%	0.4%	-14.5%	-9.5%	0.4%
37	Cc1ccc(-c2[nH]nc3c2C(c2cccnc2)C(C#N)=C(N)O3)cc1 (stereo unspecified)	6.2%	i	1.3%	-1.0%	7.6%	25.8µM*	-3.2%	-18.0%	0.6%
38	CC1Cc2ccccc2N1C(=O)COC(=O)CCc1nc2ccccc2c(=O)[nH]1 (stereo unspecified)	3.2%	i	3.9%	2.8%	-9.7%	4.2%	-5.6%	0.0%	2.6%
39	Cc1ccc(/C=C/c2ccc(=O)n(Cc3ccc(Cl)cc3Cl)n2)cc1	5.3%	.	-2.7%	-1.0%	-2.3%	-5.2%	-2.8%	8.2%	.
40	N#C/C(=C(/O)CN1CCN(c2ccccc2F)CC1)c1nc(-c2ccc(Cl)cc2)cs1	0.4%	i	-0.4%	-3.5%	-7.5%	2.7%	-0.4%	-44.2%	0.2%
41	Cc1cccc(C)c1-n1c(=O)n(Cc2ccccc2)c(=O)c2[nH]cnc21	3.9%	i	-0.8%	.	-2.1%	-1.1%	.	.	-0.1%
42	O=C(C1=C[C@H](c2ccccc2)C[C@H](OCCCCO)O1)N1CCN(Cc2ccccc2)CC1	12.4%	i	4.3%	0.5%	-9.3%	3.8%	-3.3%	6.1%	0.9%
43	O=C(CSc1nccn1-c1cccc(Cl)c1)Nc1ccc2c(c1)OCCO2	24.5%*	i	6.1%	0.2%	-5.5%	-1.9%	-3.6%	-4.4%	-0.1%
44	CCc1ccc2[nH]c(=O)c(CN(CCO)C(=O)NCc3ccccc3)cc2c1	5.7%	i	4.6%	-1.7%	-5.4%	9.2%	-3.7%	-2.7%	0.2%
45	Cc1[nH]c2ccccc2c1C(=O)COc1ccccc1F	0.4%	i	0.0%	-0.1%	5.3%	-3.7%	-7.8%	1.5%	0.1%
46	CCCSc1nc2c(c(=O)[nH]c(=O)n2C)n1CCc1ccccc1	-1.9%	i	3.3%	0.5%	-6.3%	-0.1%	-2.3%	11.4%	-0.6%
47	S=C(NCCc1ccncc1)Nc1ccccc1	-1.1%	i	7.7%	-1.4%	-5.3%	-0.1%	-0.9%	-4.4%	-0.1%
48	NC(=O)CC1Nc2cccc3cccc(c23)NC1=O (stereo unspecified)	18.3%	i	3.7%	-2.2%	?	12.5%	-4.6%	33.5%	0.1%
49	CCOc1ccc(-n2c(SCC(N)=O)nc3c(c2=O)SCC3)cc1	5.8%	i	-0.6%	-2.9%	-4.8%	-2.5%	1.9%	-20.4%	-0.3%
50	O=S(=O)(c1cccs1)n1cnc2ccccc21	10.4%	i	1.5%	-1.1%	-3.6%	17.7%	-4.2%	11.1%	0.0%
51	O=C(NCc1ccccc1)c1ccc(C2SCC(=O)N2Cc2ccccc2)cc1 (stereo unspecified)	0.9%	i	4.3%	2.6%	0.7%	-4.5%	-10.7%	7.6%	-0.2%
52	Cc1cccc(CSC2=NCCN2C(=O)c2ccc(S(=O)(=O)N(C)C)cc2)c1	-0.9%	i	0.9%	-0.5%	3.8%	4.0%	-5.4%	17.0%	-0.3%
53	CC1CN(S(=O)(=O)c2ccc(C(=O)O)cc2)CC(C)O1 (stereo unspecified)	2.6%	i	4.4%	.	-6.3%	-6.9%	.	.	0.0%
54	CCOC(=O)CSc1nc2sc3c(c2c(=O)[nH]1)CCCC3	7.6%	i	9.5%	2.4%	1.1%	7.9%	0.9%	-1.0%	0.3%
55	CCOC(=O)c1cccc(NC(=O)CSc2nnc(-c3cccnc3)n2C)c1	0.2%	i	4.9%	.	4.1%	6.4%	-0.3%	3.8%	-0.1%
56	O=[N+]([O-])c1cccc(P(=O)(O)c2cccc([N+](=O)[O-])c2)c1	0.0%	i	-0.4%	.	-13.5%	7.3%	.	.	0.0%
